BLM inh: qHTS Assay for Inhibitors of Bloom's syndrome helicase (BLM); RecQ-like DNA helicase BLM (Homo sapiens), P54132; recombinant BLM DNA unwinding, fluorescence dequenching; Potency, µM (top dose mostly 56.1 µM), inactives show at the top dose activity change, negative = inhibition, hits mostly inhibitors; 350,000 tested, 0.2% active; AID 2528, 2010;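 note: potency is the fitted concentration of half-maximal effect; plate controls were vehicle for no effect and no enzyme for full effect; nearly all actives have a fitted effect of over 35% in size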
LDHA block: qHTS assay for inhibitors of human lactate dehydrogenase | L-lactate dehydrogenase A chain (Homo sapiens), P00338 | purified LDHA, NADH/diaphorase-resazurin fluorescence; stronger effect = lower value | 480,000 tested, 0.15% active | activity change, % (values are at about 110 or 230 µM); in the data active = activity change below about -30%; inconclusive = mostly about -25% to -30%;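 note: plate controls were DMSO wells for no effect and wells without enzyme for full effect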
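Human LDH5 at 2 nM final in Tris HCl pH 7.4 with 0.06 mM NADH and 0.2 mM pyruvate, reacted 5 minutes at room temperature. Remaining NADH coupled via diaphorase/resazurin; resorufin fluorescence read at 0 and 20 minutes, normalized to enzyme-free and DMSO wells.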
POLB inh: qHTS Assay for Inhibitors of DNA Polymerase Beta | P06746 | Pol beta primer extension/strand displacement, fluorescence kinetic | Potency, µM (highest dose often 114 µM), for the others: top-dose activity change, negative = inhibition, most hits filed as inhibitors | 340,000 tested, 1.3% active | AID 485314, 2010; note: potency is the fitted concentration of half-maximal effect; % is set by controls: 0 for no effect and ±100 for the full control effect
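10 nM enzyme + cpd, 15 min RT; start with substrate 50 nM final; read 0 min and after 10 min RT. Corrected, normalized data; 4-parameter Hill curve fit.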
Pol iota inh: qHTS for Inhibitors of Polymerase Iota. DNA polymerase iota (Homo sapiens), Q9UNA4. Pol iota fluorescent replication assay, 10 min. Potency, µM (doses to about 115 µM), for the others: at the top dose activity, negative = inhibition, most hits filed as inhibitors. 390,000 tested, 1% active; note: potency is the fitted concentration of half-maximal effect
Target sequence (Q9UNA4 whole entry, looked up): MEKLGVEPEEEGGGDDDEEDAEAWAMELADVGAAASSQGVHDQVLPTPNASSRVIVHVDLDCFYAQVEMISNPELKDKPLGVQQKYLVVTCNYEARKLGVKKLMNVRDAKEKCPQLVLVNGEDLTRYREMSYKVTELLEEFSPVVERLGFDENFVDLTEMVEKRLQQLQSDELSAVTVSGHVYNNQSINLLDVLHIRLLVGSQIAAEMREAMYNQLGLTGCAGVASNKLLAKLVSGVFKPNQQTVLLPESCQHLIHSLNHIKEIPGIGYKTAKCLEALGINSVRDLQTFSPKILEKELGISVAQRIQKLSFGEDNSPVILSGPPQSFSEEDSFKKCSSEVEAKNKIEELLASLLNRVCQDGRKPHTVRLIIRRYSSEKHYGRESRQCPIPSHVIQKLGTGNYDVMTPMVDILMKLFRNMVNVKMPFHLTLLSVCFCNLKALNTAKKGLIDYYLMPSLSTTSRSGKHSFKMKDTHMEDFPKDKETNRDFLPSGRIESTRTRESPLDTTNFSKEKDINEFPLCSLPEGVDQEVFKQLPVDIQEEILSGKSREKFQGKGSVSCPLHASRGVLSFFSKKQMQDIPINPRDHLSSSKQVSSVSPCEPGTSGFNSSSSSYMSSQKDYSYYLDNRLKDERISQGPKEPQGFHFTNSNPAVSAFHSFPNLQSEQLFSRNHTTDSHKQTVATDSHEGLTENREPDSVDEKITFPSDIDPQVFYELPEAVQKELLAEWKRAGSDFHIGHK
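Pol iota at 10 nM preincubated 15 min with compounds at room temperature; reaction started with fluorescent substrate, 50 nM final. Fluorescence read kinetically at 0 and 10 min; buffer-only wells as negative control.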
POLH inh: qHTS for Inhibitors of Polymerase Eta; recombinant Pol eta, fluorescent DNA replication assay; Potency, µM (top dose mostly 114 µM), without a hit: top-dose activity change, negative = inhibition, usual class: inhibitors; 390,000 tested, 1.2% active; note: potency is the fitted concentration of half-maximal effect; % is set by controls: 0 for no effect and ±100 for the full control effect
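Pol eta (10 nM) was preincubated with compounds for 15 min at room temperature, after which fluorescent replication substrate (50 nM final) was added to start the reaction. Fluorescence was read kinetically at 0 and 10 min.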
Pol kappa inh: qHTS for Inhibitors of Polymerase Kappa; Potency, µM (doses to about 107 µM), for the others: at the highest dose activity, negative = inhibition, usual class: inhibitors; AID 588579, 2011; purified Pol kappa, fluorescent DNA synthesis assay, 10 min; 400,000 tested, 0.53% active; note: potency is the fitted concentration of half-maximal effect; % is set by controls: 0 for no effect and ±100 for the full control effect
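Readout: fluorescence, taken kinetically at 0 and 10 min. Conditions: 10 nM Pol kappa, 15 min RT compound preincubation, 50 nM substrate final. Controls: enzyme-free buffer wells.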
APE1 inh: qHTS Assay for Inhibitors of the Human Apurinic/apyrimidinic Endonuclease 1 (APE1). 350,000 tested, 0.35% active. Potency, µM (highest dose often 65.8 µM), inactives show top-dose activity change, negative = inhibition, usual class: inhibitors. recombinant APE1, TAMRA/BHQ-2 abasic DNA cleavage fluorescence. AID 2517, 2012;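 note: potency is the fitted concentration of half-maximal effect; plate controls were vehicle for no effect and reference inhibitor for full effect; nearly all actives have a fitted effect of over 55% in size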
Target sequence (P27695 whole entry, looked up): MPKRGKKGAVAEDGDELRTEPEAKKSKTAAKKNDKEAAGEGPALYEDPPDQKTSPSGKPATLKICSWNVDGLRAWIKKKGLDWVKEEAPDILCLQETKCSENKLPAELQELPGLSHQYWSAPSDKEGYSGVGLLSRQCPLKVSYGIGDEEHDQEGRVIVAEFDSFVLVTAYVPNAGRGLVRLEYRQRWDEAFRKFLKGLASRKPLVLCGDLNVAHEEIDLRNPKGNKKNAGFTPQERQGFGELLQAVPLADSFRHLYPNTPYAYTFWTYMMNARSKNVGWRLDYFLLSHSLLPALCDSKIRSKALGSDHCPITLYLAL
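Endonuclease cleavage of a quenched abasic-site DNA duplex (50 nM) by APE1 (0.75 nM) was tracked by TAMRA dequenching. Compounds were preincubated with enzyme 15 min at room temperature; data normalized to buffer-only and DMSO wells plus NSC13755 control.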
Apoferritin bind: qHTS Assay for Identification of Novel General Anesthetics | apoferritin/1-aminoanthracene competitive binding, fluorescence | Ferritin light chain (Equus caballus), P02791 | Potency, µM (doses to about 77.5 µM), for the others: at the top dose activity change, negative = displacement, hits mostly inhibitors | 350,000 tested, 0.074% active; note: potency is the fitted concentration of half-maximal effect; % is set by controls: 0 for no effect and ±100 for the full control effect; nearly all actives have a fitted effect of over 20% in size
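Probe: 1-aminoanthracene (50% saturated, PBS). Protein: horse-spleen apoferritin, 10 uM. Incubation: 10 min, room temperature. Detection: 380 nm excitation, 535 nm emission. Analysis: normalized response, four-parameter Hill.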
GRP78 ERSR act: qHTS for Inducers of the Endoplasmic Reticulum Stress Response (ERSR) in Human Glioma: qHTS. U87-MG GRP78 promoter luciferase reporter, 16 h. AID 602332, 2012. Potency, µM, for the others: at the top dose activation, actives largely listed as activators. 420,000 tested, 0.02% active; note: potency is the fitted concentration of half-maximal effect; series mostly up to about 76 µM; % of control where 0% means no effect; nearly all actives have a fitted effect of over 35% in size
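Stably transfected U87-MG human glioma cells carrying a GRP78-based luminescent sensor were seeded at 1000 cells/well, pin-dosed with compounds and incubated 16 h. Luciferase reagent was then added, and end-point luminescence was read after 10 min at room temperature.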
Numbers without * were called inactive; i = inactive; ? = inconclusive; / = not tested or not shown; & = joins results of further samples; [ ] = dose if it differs, or a comment. Unless noted, calls come from the whole dose curve; as a rule, active = well fitted curve in the direction sought with a large enough effect; inconclusive = small, poorly fitted or top-dose-only effect, or another doubt; inactive = no such curve, though single readings can be large; an effect the other way counts as inactive or inconclusive.

A first look:
SMILES | BLM inh | LDHA block | POLB inh | Pol iota inh | POLH inh | Pol kappa inh | APE1 inh | Apoferritin bind | GRP78 ERSR act
c1ccc(Oc2nc3ccccc3n3cccc23)cc1 | -3% | 0 | 26% | 24% | -17% | -5% | -1% | -16% | -5%
COc1ccc(NC(=O)Nc2ccc(Br)cn2)cc1OC | -1% | 6 | 1% | -5% | -2% | -19% | 3% | -10% | 6%
Cc1ccc(-n2c(=O)cc(N3CCC(C)CC3)[nH]c2=O)cc1 | -4% | 1 | 11% | 6% | -1% | -4% | 16% | -3% | -2%
O=C(/C=C/c1ccc(N2CCOCC2)cc1)c1ccccc1 | -4% | -7 | -29% | 5% | -4% | -10% | 7% | -3% | 6%

All compounds of this part, previewed entries included:
SMILES | BLM inh | LDHA block | POLB inh | Pol iota inh | POLH inh | Pol kappa inh | APE1 inh | Apoferritin bind | GRP78 ERSR act
c1ccc(Oc2nc3ccccc3n3cccc23)cc1 | -3% | 0 | 26% | 24% | -17% | -5% | -1% | -16% | -5%
COc1ccc(NC(=O)Nc2ccc(Br)cn2)cc1OC | -1% | 6 | 1% | -5% | -2% | -19% | 3% | -10% | 6%
Cc1ccc(-n2c(=O)cc(N3CCC(C)CC3)[nH]c2=O)cc1 | -4% | 1 | 11% | 6% | -1% | -4% | 16% | -3% | -2%
O=C(/C=C/c1ccc(N2CCOCC2)cc1)c1ccccc1 | -4% | -7 | -29% | 5% | -4% | -10% | 7% | -3% | 6%
NS(=O)(=O)c1ccc(NC(=O)c2ccc(CNS(=O)(=O)c3cc(C(F)(F)F)ccc3Cl)cc2)cc1 | -6% | -8 | 32% | 2% | 5% | -3% | -9% | -5% | -7%
CCOc1ccc(NC(=O)/C=C/c2ccccc2)c([N+](=O)[O-])c1 | -2% | -10 | -25% | -6% | -15% | 0% | 4% | -6% | 2%
O=C(Nc1cccc(F)c1)N1CCCC(CNS(=O)(=O)Cc2ccccc2)C1 (configuration not stated) | 0% | -8 | 2% | 137%[activator] | ? | -2% | -1% | -6% | -3%
COC(CNC(=O)c1ccc2c3c(onc13)-c1ccccc1C2=O)OC | -18% | 6 | 0% | 18µM* | ? | -32% | ? | -9% | -12%
COc1cc(/C=N/NC(=O)c2cccc([N+](=O)[O-])c2)ccc1OCc1ccc(C)cc1 | -4% | -3 | 20% | -11% | ? | -4% | 9% | -17% | 2%
CC[N+]1(CC)CC2=Cc3ccccc3CC2C1 (configuration not stated) | -9% | 7 | 35% | -4% | 1% | 5% | 13% | -5% | 1%
CC(C)(C)CC(=O)Nc1nn[nH]n1 | 1% | -12 | 85% | -9% | 0% | -9% | 4% | 0% | -3%
COc1ccccc1C(=O)NC(=O)OCCn1c(C)cnc1[N+](=O)[O-] | -2% | -6 | 12% | ? | -7% | -15% | 1% | -6% | -3%
O=C(OCc1nnc(-c2ccccc2)o1)c1cccc(S(=O)(=O)N2CCOCC2)c1 | / | -6 | / | 13% | -14% | 89µM* | -4% | / | -5%
OCC1(CC2CCCCO2)CCN(Cc2nc3ccccc3[nH]2)CC1 (configuration not stated) | -3% | 0 | 1% | 11% | -3% | -9% | 1% | -5% | -1%
Cc1ccc(NC2=C(Cl)C(=O)OC2OC(C)C)cc1 (configuration not stated) | -2% | -10 | 0% | -9% | 3% | -4% | -1% | -4% | -3%
O=S(=O)(c1cccc2cccnc12)N1CCCCC1 | 1% | -12 | 17% | 135%[activator] | -7% | 1% | 4% | -8% | 6%
COC(=O)[C@H](Cc1ccccc1)NC(=O)N1CCN(c2ccc(F)cc2)CC1 | -4% | -6 | 26% | 32%[activator] | -18% | -14% | 1% | 4% | 0%
CC(C(=O)Nc1ccccc1-c1ccccc1)N1CCN(Cc2ccccc2)CC1 (configuration not stated) | -9% | -7 | -16% | 45%[activator] | -7% | -2% | 2% | -19% | -4%
CCN(CC)S(=O)(=O)c1cccc(-c2nn(-c3ccccc3)cc2/C=C(\C#N)C(=O)NCc2ccco2)c1 | -1% | -4 | 2% | 2% | -18% | -2% | -3% | 3% | -2%
COc1ccccc1NC(=O)C1CCN(C(=O)NCc2ccccc2)CC1 | -1% | 0 | -10% | -9% | -6% | -11% | 10% | -1% | 0%
Cc1nn(CCS(=O)(=O)c2ccc(Cl)cc2)c(C)c1Br | 0% | -2 | 3% | 170%[activator] | -14% | 2% | 8% | 4% | 0%
O=[N+]([O-])c1ccc(-c2nc(C(Cl)Cl)c3ccccc3n2)cc1 | 0% | -2 | 3% | 34%[activator] | -6% | 4% | -6% | -2% | -4%
Cc1ccccc1Cn1c(=O)n(CCCCC(=O)NCCc2ccccc2)c(=O)c2ccccc21 | -5% | -1 | -7% | 14% | -8% | -2% | / | -3% | -1%
CCOC(=O)NC(NS(=O)(=O)c1ccccc1)(C(=O)OCC)C(F)(F)F (configuration not stated) | 5% | -5 | 28% | -1% | 1% | -3% | -1% | -5% | -2%
O=C(NC1CCCCCC1)C1c2ccccc2C(=O)N1Cc1cccs1 (configuration not stated) | -3% | -8 | 2% | 21% | 11% | -10% | -1% | -12% | -3%
CC1CN(C(=O)CSc2nnc(-c3ccccc3)o2)CC(C)O1 (configuration not stated) | -5% | 1 | 18% | 7% | -17% | 15% | -6% | -4% | -3%
CC(=O)c1cccc(-c2ccc3c(=O)[nH]c(Nc4ccccc4)cc3c2)c1 | / | 6 | / | ? | 20µM* | ? | / | / | 1%
COc1cc(/C=N/NC(=O)CN(CCc2ccccc2)S(=O)(=O)c2ccc(NC(C)=O)cc2)cc(OC)c1OC | -12% | -3 | -24% | -10% | -7% | -9% | -6% | -18% | -3%
CCOC(=O)CCNC(=O)N1CCCC(N(C)CCc2ccccc2)C1 (configuration not stated) | -4% | 0 | 0% | 61%[activator] | -14% | 14% | 16% | 1% | -3%
CCn1cc(Br)c(C(=O)NC(C)c2ccccc2)n1 (configuration not stated) | 1% | -1 | -30% | 13% | -6% | -4% | 7% | ? | -4%
CNC(=O)c1c(NC(=O)c2ccc(S(=O)(=O)N(C)c3ccccc3)cc2)sc2c1CCN(C(C)C)C2 | -2% | -1 | 5% | 37% | 5% | -1% | 21% | ? | -3%
COc1ccc(CN2C(=O)NC3(CCCc4ccccc43)C2=O)cc1F (configuration not stated) | -3% | -12 | 2% | 79%[activator] | -11% | -7% | -5% | -10% | 11%
COC(=O)/C(C#N)=C/c1c(N2CCN(c3cccc(Cl)c3)CC2)nc2c(C)cccn2c1=O | -6% | -4 | 0% | -3% | -7% | -13% | 39%[activator] | -2% | -3%
COC(=O)c1ccc(/C=N/N2CCN(Cc3ccc(Cl)cc3)CC2)cc1 | -4% | -1 | 13% | 13% | 8% | -12% | -5% | 1% | -1%
Cc1ccc(S(=O)(=O)N2CCOCC2)cc1NC(=O)CSc1nnc(C2CC2)n1C1CC1 | / | -1 | / | 10% | 0% | -6% | 10% | / | -1%
COc1ccccc1CNC(=O)c1cnc2sc(N3CCOCC3)nn2c1=O | -2% | -4 | 11% | -27% | 5% | 0% | / | -5% | -2%
O=C(NS(=O)(=O)c1ccc(Cl)cc1)c1ccccc1 | 2% | -1 | 11% | -24% | -12% | 0% | 3% | -1% | -2%
COC(C[C@H](O)[C@H](C)[C@H](O)COCc1ccccc1)OC | 0% | 5 | 6% | 7% | -11% | 13% | -2% | -5% | -1%
COC(=O)c1ccc(NC(=O)c2cc[n+](Cc3ccccc3)cc2)cc1 | 0% | -1 | 2% | 9% | 0% | -2% | 10% | -12% | -2%
O=C(Nc1ccc([N+](=O)[O-])cc1)N1CCCCC1 | -1% | -2 | -9% | 23% | -9% | -3% | -2% | -18% | 1%
Nc1ccc2c(c1)C(=O)c1ccc(Cl)cc1-2 | / | -1 | / | 11% | -19% | 9% | / | / | -2%
Cc1c(O)ccc2c3c(c(=O)oc12)CCCC3 | 4% | -5 | 16% | 11% | -16% | -11% | -3% | 175%[activator] | 1%
O=S(=O)(c1ccc(F)cc1)N1CCc2ccccc2C1 | -4% | -4 | 32% | 170%[activator] | -9% | -9% | 20% | -10% | -4%
CCn1nnnc1SCC(=O)Nc1nc2ccc(OC)cc2s1 | 4% | 0 | -1% | -1% | -21% | -14% | 1% | 4% | 1%
O=C(COC(=O)c1ncc(Cl)c(Cl)c1Cl)NCc1cccs1 | / | -9 | / | 22% | -15% | -8% | 3% | / | -4%
O=C(Nc1cccs1)Nc1ccc(F)cc1F | 3%&-3% | -6&4 | 1%&84% | 39%&195%[activator] | -2%&-29% | -13%&-19% | 3% | 9%&0% | 0%&-1%
CC(C=Cc1ccccc1)=NNS(=O)(=O)c1ccc([N+](=O)[O-])cc1 | / | -1 | / | i | -5% | -40% | / | / | -7%
C/C=C/C(=O)[C@@H](C)[C@@H](/C=C/C[Si](C)(C)C)c1ccccc1 | 0% | / | / | -9% | / | -13% | ? | -15% | -2%
O=C(CNC(=O)c1ccc(Br)o1)NNC(=O)COc1ccccc1Cl | / | -11 | / | 12% | -9% | 0% | 6% | / | -3%
C=C1C(=O)O[C@H]2[C@H]1[C@@H](O)CC(=C)[C@@H]1CC(=O)[C@@H](C)[C@H]21 | -2% | -1 | -23% | ? | -4% | -7% | 33% | -4% | -11%
CN(C)S(=O)(=O)c1cc(NC(=O)COC(=O)CC2CC3CCC2C3)ccc1Cl (configuration not stated) | / | -5 | / | ? | -9% | -11% | -13% | / | -3%

Source: PubChem BioAssay

An excerpt. The share of hits here may be higher or lower than overall.
